CSN deneddyl inh = inhibitors of CSN-mediated cullin deneddylation, primary screen, biochemical, fluorescence polarization, uHTS. Purified CSN, SCF-Nedd8-OG deneddylation. COP9 signalosome complex subunit 5 (Homo sapiens), Q92905. actives 0.38% (n = 360,000). inhibition, % at 12.5 µM;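 active = pattern-corrected inhibition above about 35%, with an unprinted fluorescence ratio check between 0.5 and 1.5, limit read from the data, passing the limit was not always enough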;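 note: 0% = enzyme with substrate and 100% = substrate without enzyme; some results filed as inactive read as strong as hits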
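Test system: Human Csn5 produced in HEK293T cells | Compound: 12.5 µM single point | Times: 90 min, room temperature | Signal: Fluorescence polarization readout | Read-out basis: % inhibition of substrate cleavage by Csn5 | Controls: no-enzyme wells high, enzyme-with-substrate wells low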
MLLE-PAM2 inh = inhibitors of PABP1 MLLE–PAM2 peptide binding, primary screen, biochemical, fluorescence polarization, FITC-PAM2, GST-MLLE. Polyadenylate-binding protein 1 (Homo sapiens), P11940. inhibition, % at 20 µM. actives 0.36% (n = 360,000). AID 588489, 2011; in the data active = inhibition above about 35%, passing the limit was not always enough;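 note: plate controls were DMSO wells with GST-MLLE for no effect and wells lacking GST-MLLE protein for full effect; some results filed as inactive read as strong as hits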
Tb MetRS inh = T. brucei MetRS inhibitors, primary screen, biochemical, luminescence | methionyl-tRNA synthetase (Trypanosoma brucei brucei) | purified T. brucei MetRS, ATP depletion, Kinase-Glo luminescence | actives 0.4% (n = 360,000) | AID 624268, 2012 | inhibition, % at 11.9 µM;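 active = inhibition above a per-plate cutoff of the control wells' mean inhibition plus 3 SD, cut at about 5.5% in these data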;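 note: 0% = DMSO wells median and 100% = median of wells with control inhibitor compound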
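Dosing: 11.9 µM compound single dose, 0.9% DMSO; Assay system: purified T. brucei MetRS enzyme; Measured by: Kinase-Glo luciferase luminescence reporting remaining unconsumed ATP; Schedule: 15 min plus 2 h at 25 °C.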
E coli Lon inh = inhibitors of E. coli Lon protease, primary screen, biochemical, fluorescence polarization. actives 0.42% (n = 360,000). inhibition, % at 7.94 µM. purified E. coli Lon protease. AID 602123, 2011. P0A9M0; in the data active = inhibition above about 13%, passing the limit was not always enough;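 note: 0% = enzyme with probe and DMSO and 100% = no enzyme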
FAS TE block = FAS thioesterase domain inhibitors, primary screen, biochemical, fluorescence intensity, uHTS; Fatty acid synthase (Homo sapiens), P49327; recombinant FAS-TE, OMFH fluorogenic substrate, fluorescence endpoint; inhibition, % at 15 µM; actives 0.67% (n = 360,000); AID 602261, 2012;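 active = compounds whose normalised, plate-corrected inhibition of enzyme fluorescence in the single-dose primary screen is 50% or more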;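 note: 0% = DMSO with enzyme and 100% = substrate without enzyme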
Rin1 Abl inh = inhibitors of Rin1-Abl protein binding, primary screen, biochemical, TR-FRET | actives 0.4% (n = 360,000) | inhibition, % at 7.35 µM | Tyrosine-protein kinase ABL1 (Homo sapiens) + Ras and Rab interactor 1 (Homo sapiens), …; in the data active = inhibition above about 5%, passing the limit was not always enough
Target sequence (P00519 whole entry, looked up): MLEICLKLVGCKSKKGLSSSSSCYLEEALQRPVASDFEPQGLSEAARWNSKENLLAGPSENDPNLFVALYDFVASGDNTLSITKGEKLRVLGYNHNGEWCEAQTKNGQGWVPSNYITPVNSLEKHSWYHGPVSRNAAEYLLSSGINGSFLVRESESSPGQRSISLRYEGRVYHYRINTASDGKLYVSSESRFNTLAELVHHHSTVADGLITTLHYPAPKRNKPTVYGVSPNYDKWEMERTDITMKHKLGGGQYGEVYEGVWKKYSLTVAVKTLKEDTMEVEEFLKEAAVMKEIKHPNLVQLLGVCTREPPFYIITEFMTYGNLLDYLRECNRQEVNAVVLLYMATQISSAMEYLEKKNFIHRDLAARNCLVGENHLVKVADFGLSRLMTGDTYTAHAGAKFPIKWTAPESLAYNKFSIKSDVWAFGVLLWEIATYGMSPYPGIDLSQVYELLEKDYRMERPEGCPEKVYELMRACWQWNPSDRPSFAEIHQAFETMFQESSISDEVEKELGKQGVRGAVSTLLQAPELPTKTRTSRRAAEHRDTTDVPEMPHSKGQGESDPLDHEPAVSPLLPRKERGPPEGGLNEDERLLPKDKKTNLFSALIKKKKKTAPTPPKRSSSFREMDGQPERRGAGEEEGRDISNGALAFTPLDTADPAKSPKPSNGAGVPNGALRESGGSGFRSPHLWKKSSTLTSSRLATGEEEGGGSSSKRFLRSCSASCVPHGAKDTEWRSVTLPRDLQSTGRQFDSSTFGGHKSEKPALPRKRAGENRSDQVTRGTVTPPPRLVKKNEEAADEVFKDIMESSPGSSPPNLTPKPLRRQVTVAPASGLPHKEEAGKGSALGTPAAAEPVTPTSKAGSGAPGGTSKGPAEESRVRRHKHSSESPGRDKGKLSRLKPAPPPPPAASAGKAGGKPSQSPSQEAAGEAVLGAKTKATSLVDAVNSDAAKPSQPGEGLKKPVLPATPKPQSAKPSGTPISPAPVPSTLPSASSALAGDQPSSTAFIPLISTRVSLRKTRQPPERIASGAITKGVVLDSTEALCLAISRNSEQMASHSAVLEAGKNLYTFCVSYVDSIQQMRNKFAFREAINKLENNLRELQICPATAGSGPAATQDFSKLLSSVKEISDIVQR
Target sequence (Q13671 whole entry, looked up): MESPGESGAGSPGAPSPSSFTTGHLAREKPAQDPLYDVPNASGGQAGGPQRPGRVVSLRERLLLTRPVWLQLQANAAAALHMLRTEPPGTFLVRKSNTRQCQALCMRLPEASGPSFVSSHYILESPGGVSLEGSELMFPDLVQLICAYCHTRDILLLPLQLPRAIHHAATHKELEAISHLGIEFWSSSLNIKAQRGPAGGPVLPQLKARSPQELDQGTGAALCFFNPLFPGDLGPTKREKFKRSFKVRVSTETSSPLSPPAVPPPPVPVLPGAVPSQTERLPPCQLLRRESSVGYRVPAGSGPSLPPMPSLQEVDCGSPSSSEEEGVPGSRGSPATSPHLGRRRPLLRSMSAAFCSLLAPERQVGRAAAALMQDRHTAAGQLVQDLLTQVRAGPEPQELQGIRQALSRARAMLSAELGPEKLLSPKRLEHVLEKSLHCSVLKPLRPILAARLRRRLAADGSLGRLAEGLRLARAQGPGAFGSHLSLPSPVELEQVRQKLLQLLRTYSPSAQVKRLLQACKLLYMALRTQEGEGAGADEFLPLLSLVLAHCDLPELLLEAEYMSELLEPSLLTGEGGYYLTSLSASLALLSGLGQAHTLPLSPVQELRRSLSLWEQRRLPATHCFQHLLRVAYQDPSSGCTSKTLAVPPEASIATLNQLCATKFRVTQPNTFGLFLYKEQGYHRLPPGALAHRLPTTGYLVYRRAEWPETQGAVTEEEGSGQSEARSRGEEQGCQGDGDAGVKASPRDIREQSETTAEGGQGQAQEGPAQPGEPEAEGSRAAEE
MsrA inhibitor = bovine MsrA enzyme inhibitors, primary screen, biochemical, absorbance, HTS | Methionine sulfoxide reductase A (Bos taurus) | inhibition, % at 15.5 µM | AID 651718, 2012 | actives 0.75% (n = 360,000) | purified bovine MsrA, absorbance read-out; in the data active = inhibition above about 4.5%;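 note: 0% = vehicle wells with enzyme and 100% = reference inhibitor wells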
Neddylation inh = inhibitors of cullin neddylation, primary screen, biochemical, TR-FRET, uHTS, NAE and Ubc12. NEDD8-conjugating enzyme Ubc12 (Homo sapiens) + NEDD8-activating enzyme E1 regulatory …. calls only at 25 µM. actives 0.58% (n = 360,000); in the data active = inhibition above about 36%
MsrA act = bovine MsrA enzyme activators, primary screen, biochemical, absorbance, HTS | Methionine sulfoxide reductase A (Bos taurus) | actives 0.3% (n = 360,000) | activation, % at 10.6 µM | purified bovine MsrA, absorbance read-out; in the data active = activation above about 7.5%;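 note: 0% = vehicle and 100% = reference activator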
Numbers without * were called inactive.

Screening CC(C)(C)[C@@H]1COC(=O)[C@@H](Cc2ccc(F)cc2)CC/C=C\C[C@@H](CC(=O)N(CCO)Cc2ccccc2)C(=O)N1 returned CSN deneddyl inh -4.2, MLLE-PAM2 inh -6.7, Tb MetRS inh -0.3, E coli Lon inh -5.2, FAS TE block 5.3, Rin1 Abl inh -0.5, MsrA inhibitor 0.2, Neddylation inh inactive and MsrA act 0.3.
`O=C(Nc1ccnn1C1CCN(Cc2ccccc2OC(F)F)CC1)c1cccnc1` gave CSN deneddyl inh 1.7, MLLE-PAM2 inh -3.9, Tb MetRS inh -1.2, E coli Lon inh 16.6, FAS TE block -4.8, Rin1 Abl inh 1.9, MsrA inhibitor 0.8, Neddylation inh inactive and MsrA act -8.5.
Screening O=C(Nc1ccc(Cl)c(Cl)c1)c1ccc(Cn2cc(Cl)cn2)cc1 returned CSN deneddyl inh 5.7, MLLE-PAM2 inh -6.5, Tb MetRS inh -0.2, E coli Lon inh 5.0, FAS TE block 24.4, Rin1 Abl inh -2.7, MsrA inhibitor 0.4, Neddylation inh inactive and MsrA act -3.0.
`COc1cccc(CN(C)C(=O)c2cccc(S(=O)(=O)N3CCN(c4ccccc4)CC3)c2)c1OC` gave CSN deneddyl inh 1.8, MLLE-PAM2 inh 16.8, Tb MetRS inh -0.4, E coli Lon inh -0.1, FAS TE block 27.9, Rin1 Abl inh 3.8, MsrA inhibitor 0.2, Neddylation inh inactive and MsrA act -2.9.
Screening CC(C)n1c(SCC(=O)Nc2ccccc2N2CCCCC2)nc2c1c(=O)n(C)c(=O)n2C returned CSN deneddyl inh -5.5, MLLE-PAM2 inh -12.6, Tb MetRS inh -1.0, E coli Lon inh 0.8, FAS TE block 25.9, Rin1 Abl inh -0.8, MsrA inhibitor 0.2, Neddylation inh inactive and MsrA act -2.7.
`C=CCn1c(-c2cccn(Cc3ccc(Cl)cc3Cl)c2=O)n[nH]c1=S` gave CSN deneddyl inh 4.3, MLLE-PAM2 inh 8.2, Tb MetRS inh -0.3, E coli Lon inh 1.6, FAS TE block -6.6, Rin1 Abl inh 4.9, MsrA inhibitor 3.9, Neddylation inh inactive and MsrA act -2.0.
Screening COc1ccc(CNC(=O)c2ccc(NC(=O)C3CCCO3)cc2)cc1 (stereo not drawn) returned CSN deneddyl inh -7.0, MLLE-PAM2 inh 4.5, Tb MetRS inh -0.5, E coli Lon inh -4.5, FAS TE block -4.3, Rin1 Abl inh 0.1, MsrA inhibitor -1.0, Neddylation inh inactive and MsrA act -3.3.
Screening CCC(C)NC(=O)Cn1c(=O)n(CCCC(=O)NCc2ccccc2Cl)c(=O)c2ccccc21 (stereo not drawn) returned CSN deneddyl inh 2.5, MLLE-PAM2 inh -1.9, Tb MetRS inh 0.3, E coli Lon inh 6.5, FAS TE block -0.7, Rin1 Abl inh 1.1, MsrA inhibitor 1.4, Neddylation inh inactive and MsrA act 0.5.
Screening Cc1cc(C)nc(CCNC(=O)c2cc(COc3c(C)cccc3C)on2)n1 returned CSN deneddyl inh 1.9, MLLE-PAM2 inh -15.1, Tb MetRS inh -0.1, E coli Lon inh 0.8, FAS TE block -0.7, Rin1 Abl inh -3.5, MsrA inhibitor 0.7, Neddylation inh inactive and MsrA act -3.3.
For Cc1n[nH]c(C)c1S(=O)(=O)NCCc1ccc(Cl)cc1 the results were CSN deneddyl inh -0.9, MLLE-PAM2 inh -0.7, Tb MetRS inh -1.2, E coli Lon inh -3.8, FAS TE block 3.5, Rin1 Abl inh -1.6, MsrA inhibitor -1.1, Neddylation inh inactive and MsrA act -3.2.
O=C(CNC(=O)c1ccc(Cl)cc1)NCCCn1ccnc1 was read as CSN deneddyl inh -2.7, MLLE-PAM2 inh 6.0, Tb MetRS inh -0.2, E coli Lon inh 7.8, FAS TE block -3.9, Rin1 Abl inh -0.4, MsrA inhibitor 0.0, Neddylation inh inactive and MsrA act 4.7.
`Cc1ccnc2nc(C(=O)Nc3nnc(CC(C)C)s3)nn12` gave CSN deneddyl inh 5.7, MLLE-PAM2 inh 10.4, Tb MetRS inh -1.5, E coli Lon inh 0.7, FAS TE block -2.0, Rin1 Abl inh -2.9, MsrA inhibitor 0.7, Neddylation inh inactive and MsrA act -5.2.
Nc1nc2c(nnn2C2CC(O)C(CO)O2)c(=O)[nH]1 (stereo not drawn) was read as CSN deneddyl inh -0.3, MLLE-PAM2 inh -7.7, Tb MetRS inh -0.3, E coli Lon inh -5.8, FAS TE block 1.9, Rin1 Abl inh 2.5, MsrA inhibitor -1.7, Neddylation inh inactive and MsrA act 0.1.
Screening COc1ccc(OC)c(S(=O)(=O)N2CCC(C(=O)NC3CCCCCC3)CC2)c1 returned CSN deneddyl inh 2.1, MLLE-PAM2 inh 5.9, Tb MetRS inh -0.5, E coli Lon inh 4.4, FAS TE block -1.9, Rin1 Abl inh 5.8, MsrA inhibitor -1.7, Neddylation inh inactive and MsrA act -3.1.
Screening CCn1c(=O)c(C(=O)Nn2c(C)nc3ccccc3c2=O)c(O)c2ccccc21 returned CSN deneddyl inh 5.3, MLLE-PAM2 inh 7.6, Tb MetRS inh -0.5, E coli Lon inh -2.7, FAS TE block 3.2, Rin1 Abl inh 1.3, MsrA inhibitor 1.1, Neddylation inh inactive and MsrA act 2.2.
Screening COc1ccccc1CCn1cc(C#N)c(=O)[nH]c1=O returned CSN deneddyl inh 3.0, MLLE-PAM2 inh 8.5, Tb MetRS inh -0.3, E coli Lon inh 5.5, FAS TE block -5.0, Rin1 Abl inh -1.3, MsrA inhibitor -0.9, Neddylation inh inactive and MsrA act -4.4.
`Cn1c(=O)c2[nH]cnc2n(C)c1=O` gave CSN deneddyl inh -4.7, MLLE-PAM2 inh 15.2, Tb MetRS inh -0.6, E coli Lon inh 5.2, FAS TE block -1.0, Rin1 Abl inh -2.3, MsrA inhibitor -0.4, Neddylation inh inactive and MsrA act -1.5.
O=C(OCC(=O)N1CCOCC1)c1cc(S(=O)(=O)N2CCOCC2)c(Cl)cc1Cl was read as CSN deneddyl inh 1.3, MLLE-PAM2 inh 11.7, Tb MetRS inh -0.3, E coli Lon inh -5.3, FAS TE block 4.4, Rin1 Abl inh -0.7, MsrA inhibitor -0.9, Neddylation inh inactive and MsrA act -4.5.
`Cc1ccc(C(=O)Nc2ccccc2C(=O)NCc2ccco2)cc1S(=O)(=O)N1CCCCC1` gave CSN deneddyl inh 1.5, MLLE-PAM2 inh -6.1, Tb MetRS inh -0.8, E coli Lon inh -5.7, FAS TE block 36.4, Rin1 Abl inh 1.1, MsrA inhibitor 1.0, Neddylation inh inactive and MsrA act -1.1.
For CCCCOC(=O)c1ccc(NC(=O)C(CCS(C)(=O)=O)NC(C)=O)cc1 (stereo not drawn) the results were CSN deneddyl inh 1.7, MLLE-PAM2 inh -20.9, Tb MetRS inh -1.4, E coli Lon inh -4.2, FAS TE block -1.3, Rin1 Abl inh 3.8, MsrA inhibitor 0.0, Neddylation inh inactive and MsrA act -2.4.

Pulled by structure from the list above, 2 records:
O=C(OCC(=O)N1CCOCC1)c1cc(S(=O)(=O)N2CCOCC2)c(Cl)cc1Cl was read as CSN deneddyl inh 1.3, MLLE-PAM2 inh 11.7, Tb MetRS inh -0.3, E coli Lon inh -5.3, FAS TE block 4.4, Rin1 Abl inh -0.7, MsrA inhibitor -0.9, Neddylation inh inactive and MsrA act -4.5.
O=C(CNC(=O)c1ccc(Cl)cc1)NCCCn1ccnc1 was read as CSN deneddyl inh -2.7, MLLE-PAM2 inh 6.0, Tb MetRS inh -0.2, E coli Lon inh 7.8, FAS TE block -3.9, Rin1 Abl inh -0.4, MsrA inhibitor 0.0, Neddylation inh inactive and MsrA act 4.7.

(continued)
`C[C@H](CO)N1C[C@H](C)[C@@H](CN(C)Cc2ccncc2)Oc2c(NS(=O)(=O)c3ccc(F)cc3)cccc2C1=O` gave CSN deneddyl inh -5.6, MLLE-PAM2 inh -3.1, Tb MetRS inh 1.0, E coli Lon inh -8.3, FAS TE block -12.8, Rin1 Abl inh 0.2, MsrA inhibitor -0.3, Neddylation inh inactive and MsrA act -0.8.
Screening COc1ccc2oc(C(=O)OCC(=O)N3CCCCC3)c(C)c2c1 returned CSN deneddyl inh -1.3, MLLE-PAM2 inh -0.7, Tb MetRS inh -0.4, E coli Lon inh 1.1, FAS TE block -0.8, Rin1 Abl inh -2.8, MsrA inhibitor 2.6 and MsrA act -0.6.
COc1cc2c(cc1NC(=O)CSc1ccccc1)oc1ccccc12 was read as CSN deneddyl inh 2.3, MLLE-PAM2 inh 5.4, Tb MetRS inh -0.9, E coli Lon inh -5.6, FAS TE block 37.2, Rin1 Abl inh 1.9, MsrA inhibitor 0.6, Neddylation inh inactive and MsrA act -5.1.
For CC1CCN(C(=O)CSc2nnc(CN3CCOCC3)n2-c2ccccc2)CC1 the results were CSN deneddyl inh 5.7, MLLE-PAM2 inh 0.6, Tb MetRS inh 0.1, E coli Lon inh 5.4, FAS TE block -10.7, Rin1 Abl inh -0.1, MsrA inhibitor 0.1, Neddylation inh inactive and MsrA act -0.9.
`CCOC(=O)Cc1c(C)nc2cc(C)nn2c1C` gave CSN deneddyl inh 1.6, MLLE-PAM2 inh 0.7, Tb MetRS inh 0.2, E coli Lon inh -5.8, FAS TE block -5.2, Rin1 Abl inh -1.5, MsrA inhibitor -0.8, Neddylation inh inactive and MsrA act -1.9.
Screening Cc1ccc2nc(-c3cccc(NS(C)(=O)=O)c3)cc(-c3ccccc3)c2c1 returned CSN deneddyl inh 5.5, MLLE-PAM2 inh -6.8, Tb MetRS inh -0.6, E coli Lon inh 10.6, FAS TE block 33.7, Rin1 Abl inh 3.2, MsrA inhibitor -0.3, Neddylation inh inactive and MsrA act -9.6.
`CCCc1nc(SCC(=O)N2CCCc3ccccc32)c2c(=O)n(C)c(=O)n(C)c2n1` gave CSN deneddyl inh 4.5, MLLE-PAM2 inh -3.4, Tb MetRS inh 0.1, E coli Lon inh -6.4, FAS TE block 18.2, Rin1 Abl inh -0.1, Neddylation inh inactive and MsrA act -2.5.
Cc1ccc2ccc(C)[n+](CCCS(=O)(=O)[O-])c2c1 was read as CSN deneddyl inh -7.0, MLLE-PAM2 inh -133.3, Tb MetRS inh -0.6, E coli Lon inh 1.7, FAS TE block -6.7, Rin1 Abl inh 3.1, MsrA inhibitor 1.4, Neddylation inh inactive and MsrA act -7.0.
`CCSc1nnc(NC(=O)[C@@H](NC(=O)c2ccc(C(C)(C)C)cc2)C(C)C)s1` gave CSN deneddyl inh -17.0, MLLE-PAM2 inh -3.8, Tb MetRS inh -0.1, E coli Lon inh 4.7, FAS TE block 9.0, Rin1 Abl inh -0.2, MsrA inhibitor 0.0, Neddylation inh inactive and MsrA act 1.8.
Screening c1cncc(CN=C2Nc3ccccc3CS2)c1 returned CSN deneddyl inh -11.9, MLLE-PAM2 inh 1.2, Tb MetRS inh 8.6*, E coli Lon inh -3.9, FAS TE block -1.0, Rin1 Abl inh 0.6, MsrA inhibitor -0.5, Neddylation inh inactive and MsrA act -5.5.

Screens (PubChem)
